Assay outcomes (PubChem BioAssay)
FEN1 inh: blocks human flap endonuclease 1; P39748; Recombinant FEN1 flap cleavage, fluorescence, 15 min; Potency, µM (series often up to 114 µM), without a hit: top-dose activity change, negative = inhibition, actives largely listed as inhibitors; hit rate 0.35% among 390,000; AID 588795; active = well fitted inhibition curve with a large enough effect; inconclusive = small, poorly fitted or top-dose-only effect; inactive = no such curve, though single readings can be large or run the other way; also: nearly all actives have a fitted effect of over 65% in size
Target sequence (P39748 whole entry, looked up): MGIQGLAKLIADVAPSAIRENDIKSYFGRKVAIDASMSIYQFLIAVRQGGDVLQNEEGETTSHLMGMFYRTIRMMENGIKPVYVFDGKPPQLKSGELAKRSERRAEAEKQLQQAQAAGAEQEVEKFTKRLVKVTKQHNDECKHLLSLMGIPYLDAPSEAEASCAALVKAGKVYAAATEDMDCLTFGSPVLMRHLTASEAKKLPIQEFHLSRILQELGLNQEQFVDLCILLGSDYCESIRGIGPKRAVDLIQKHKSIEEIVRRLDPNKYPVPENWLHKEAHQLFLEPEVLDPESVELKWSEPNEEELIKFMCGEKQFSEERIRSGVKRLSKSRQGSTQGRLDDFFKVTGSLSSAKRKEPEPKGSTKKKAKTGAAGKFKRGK
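Steps: FEN1 (10 nM) dispensed; compound added by pin tool; 15 min at room temperature; substrate added to 50 nM final; reads at 0 min and 15 min; data normalized and fitted (four-parameter Hill).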
* marks the source's active call; other numbers are inactive results; ? = inconclusive; & = joins results of further samples. % is scaled to controls: 0 for no effect and ±100 for the full control effect; potency is read from the fitted curve at half-maximal effect. Some of the compounds tested; count on the stated rates, not on these rows.

SMILES | FEN1 inh
Cc1[nH]c2ccccc2c1/C=C/c1cnc2ccccc2n1 | ?
CC1(C)C[C@H](O)[C@@]23C[C@@H](OC2=O)[C@]2(C)C(=CCC4[C@@]5(C)CC[C@H](O)C(C)(C)C5CC[C@]42C)[C@@H]3C1 (stereo partly drawn) | ?
O=C(Cc1ccccc1)NN=Cc1ccccc1 | -7.2%
O=C(OCc1ccccc1)N(CCF)c1cn(Cc2ccccc2)c(=O)n(Cc2ccccc2)c1=O | -20.4%
COc1ccc(CNCCCn2cnc3c(OCc4ccccc4)ncnc32)cc1 | -3.1%
O=C1[C@H](Cc2ccccc2)NCC=CC[C@H](c2ccco2)N1Cc1ccccc1 | 3.3%
O=C(NCc1ccccn1)C1Nc2ccc(OC(F)(F)F)cc2C2C=CCC12 (stereo not drawn) | -13.6%
CN(C)CCCNc1nccc(N2CCN(C)CC2)n1 | -2.3%
Cc1nc(-c2ccc(Cl)cc2)sc1C1(C)CC(c2ccccc2Br)=NO1 (stereo not drawn) | -2.7%
Cc1ccc2nc(-c3ccc(C)c(NC(=O)COc4ccc(Cl)cc4)c3)oc2c1 | 0.8%
c1ccc(NCCSc2nc3ccccc3s2)cc1 | -22.7%
Cc1ccc(N2CCN(C(=O)C3CCN(S(=O)(=O)c4cccc5nsnc45)CC3)CC2C)cc1 (stereo not drawn) | -9.5%
CC(C)CCNC(=O)c1onc(CSc2ccccc2)c1C(=O)NCCC(C)C | ?
CN1OC[C@@H]2CN[C@H](c3cccc(-c4ccccc4)c3)C[C@@H]21 | 2.8%
O=[N+]([O-])c1ccc(Cc2ccc([N+](=O)[O-])cc2)cc1 | -18.1%
COc1cccc(N=CNc2cccc(OC)c2)c1 | -4.7%
O=C(c1ccc2c(=O)n(Cc3ccco3)c(=S)[nH]c2c1)N1CCCC1 | 5.1%
COc1ccc2ccc3cccc[n+]3c2c1 | -21.3%
Cn1cnc2nc[nH]c2c1=S | -3.5%
Nc1nc(SCc2ccc(Cl)cc2Cl)c2ncn(C3OC(CO)C(O)C3O)c2n1 (stereo not drawn) | 3.7%
C=CC1=C(C(=O)O)N2C(=O)[C@@H](NC(=O)/C(=N/OCC(=O)O)c3csc(N)n3)[C@H]2SC1 | -19.8%
Cc1cc(C(=O)c2ccc3ccccc3c2)c(C)o1 | 1.2%
COCCN(C(=O)C(C)N1C(=O)c2ccccc2C1=O)c1c(N)n(CC(C)C)c(=O)[nH]c1=O (stereo not drawn) | 1.0%
COC(=O)c1nccnc1N | -0.1%
CCCOc1ccc(-c2nn(-c3ccccc3)cc2C2NC(=O)NC(C)=C2C(=O)OC)cc1C (stereo not drawn) | -16.4%

(next part)
SMILES | FEN1 inh
Cc1cnc(Sc2ncccc2[N+](=O)[O-])nc1 | 3.2%
COc1ccccc1N1CCN(C(c2ccccc2)c2nnnn2Cc2ccccc2)CC1 (stereo not drawn) | -26.1%
COc1ccc(OC)c2nc3c(C(=O)NCCN(C)C)cccc3nc12 | 14.1µM*
O=C(Cc1ccc(NC(=O)C2CCCN(C(=O)C3CCCC3)C2)cc1)Nc1cccc(C(=O)N2CCCC2)c1 (stereo not drawn) | 15.7%
CC1=NS(=O)(=O)NC(C)(C)C1 | 6.0%
c1ccc2c(c1)CNc1ccccc1-2 | -5.3%
O=C(Cc1ccc([N+](=O)[O-])cc1)N/N=C/c1cccnc1 | 5.3%
O=c1cc(C2CCCCC2)[nH]c(=O)[nH]1 | -5.7%
CN(C)c1ccc(Cc2cc3c(O)ccc(O)c3cc(Cc3ccc(N(C)C)cc3)c2=O)cc1 | 39.8µM*
Cc1sc2nc(CN(Cc3ccccc3)C(=O)NC3CCCCC3)[nH]c(=O)c2c1C | 7.3%
Brc1cc2c(cc1C1OCCCO1)OCO2 | -2.1%
COc1cc(OC)c(/C=C/c2ccccn2)c(OC)c1 | 13.9%
CCCCCCCCN1[C@@H](CC(=O)OC)c2cc(C(F)(F)F)ccc2S1(=O)=O | -29.2%&-20.0%
COc1ccc(C2C(C(=O)Nc3ccccc3)=C(C)Nc3nc(-c4ccccc4Cl)nn32)cc1OC (stereo not drawn) | 7.6%
O=C(C=Cc1ccco1)c1cc(Cl)ccc1O | -8.0%
CCn1cc(C(=O)Nc2ccc(C)cc2[N+](=O)[O-])c(C)n1 | -6.2%
CN1CCN(C(=O)C2=C[C@H](c3ccc(C(F)(F)F)cc3)C[C@H](OCCCCO)O2)CC1 | -8.2%
O=C(C[n+]1csc2ccccc21)c1ccccc1 | -17.0%
O=c1[nH]c2cc([N+](=O)[O-])ccc2c2ccc([N+](=O)[O-])cc12 | -2.5%
C#CC(=O)CC1(CN(Cc2ccccc2)C(=O)OC(C)(C)C)CCCCC1 | -9.0%
O=C1C=CC(=O)c2c(O)c(CO)c(CO)c(O)c21 | 15.8µM*
CCN(C(=O)CSc1nnc(-c2cccc(Cl)c2)n1N)c1c(N)n(Cc2ccccc2)c(=O)[nH]c1=O | 18.3%
Cc1cc(C)n(CCC(=O)N2CCCC(Nc3ccc(F)cc3)C2)n1 (stereo not drawn) | 5.6%
C(=C1c2ccccc2-c2ccccc21)c1ccncc1 | -23.0%
CCN(CC)/[N+]([O-])=N/OCOC(=O)c1ccccc1OC(C)=O | 4.6%

(continued)
SMILES | FEN1 inh
O=C(Cc1ccc(Cl)cc1)Nc1cc(Cl)ccn1 | 9.6%
O=C(O)c1ccccc1C=NNc1ccccn1 | 1.1%
C[N+]1(CC(=O)c2ccc(Oc3ccccc3)cc2)CCOCC1 | -2.1%
CNC(=S)N/N=C/c1ccc(C(C)C)cc1 | -17.6%
CC(C)(C)c1ccc(OCC(=O)O/N=C(\N)c2ccncc2)cc1 | 1.8%
O=C(OCc1ccccc1)N1CCC2CC1c1cc(-c3ccc4c(c3)OCO4)ccc12 (stereo not drawn) | -12.0%
COc1cc(C2Nc3ccccc3-c3nnc(SCc4ccc(C)cc4)nc3O2)cc(OC)c1O (stereo not drawn) | -21.4%
COc1ccc(S(=O)(=O)N2CCOC2CNC(=O)C(=O)NCc2ccncc2)cc1C (stereo not drawn) | 14.2%
CCc1c(N)nc(N)nc1Nc1ccccc1C | 35.9%
CCc1ccc(S(=O)(=O)c2nnn3c2nc(Nc2ccc(NC(C)=O)cc2)c2sccc23)cc1 | -6.4%
CCOC(=O)C1(C)C=C(Nc2ccc(Br)cc2)C(=O)N1c1ccccc1 (stereo not drawn) | -4.8%
Brc1ccc(C2C=Cc3ccccc32)cc1 (stereo not drawn) | 15.5%
CN(C)Cc1cccc(-c2ccccc2)c1O | 0.3%
COc1ccc2cc(C3=CC(=O)CCC3)ccc2c1 | -1.1%
CCCC1OC(c2cc3c(cc2Cl)OCO3)OCC1CC (stereo not drawn) | 0.9%
CCN1C[C@@H]2[C@@H]3C(=O)N(Cc4ccccc4)C(=O)[C@@H]3[C@](CC)(C1=O)N2C(=O)c1ccc(C(C)(C)C)cc1 | -13.3%
O=S(=O)(NC(=S)c1ccccc1)c1ccccc1 | -1.1%
CCCCC1CC(=O)NC1(C(=O)OCC)C(=O)OCC (stereo not drawn) | 2.9%
CN(C(=O)CS(=O)(=O)c1cn(CC(=O)N2CCCC2)c2ccccc12)c1ccccc1 | 16.3%
OC(CC(O)c1ccccc1)c1ccccc1 (stereo not drawn) | 22.9%
O=C(C[n+]1cccc2cc(Cl)ccc21)c1cccc([N+](=O)[O-])c1 | -20.9%
COC(=O)C1=C(C)N(CCCC(=O)O)C(=O)NC1c1cccc2ccccc12 (stereo not drawn) | -3.1%
COc1ccccc1CNC(=O)CN1CCN(Cc2ccc(Cl)cc2)C1=O | -0.8%
Cc1ccc2c(C)c(C(=O)N3CCN(c4ccncc4)CC3)oc2c1C | -10.5%
CC(=O)NCCc1nc(-c2ccc(Cl)cc2)no1 | 22.2%

16 entries out of the list, sorted by formula weight, smallest number first:
SMILES | FEN1 inh
CN(C)Cc1cccc(-c2ccccc2)c1O | 0.3%
OC(CC(O)c1ccccc1)c1ccccc1 (stereo not drawn) | 22.9%
O=C(O)c1ccccc1C=NNc1ccccn1 | 1.1%
CCc1c(N)nc(N)nc1Nc1ccccc1C | 35.9%
COc1ccc2cc(C3=CC(=O)CCC3)ccc2c1 | -1.1%
CC(=O)NCCc1nc(-c2ccc(Cl)cc2)no1 | 22.2%
O=S(=O)(NC(=S)c1ccccc1)c1ccccc1 | -1.1%
O=C(Cc1ccc(Cl)cc1)Nc1cc(Cl)ccn1 | 9.6%
C[N+]1(CC(=O)c2ccc(Oc3ccccc3)cc2)CCOCC1 | -2.1%
CCCC1OC(c2cc3c(cc2Cl)OCO3)OCC1CC (stereo not drawn) | 0.9%
CC(C)(C)c1ccc(OCC(=O)O/N=C(\N)c2ccncc2)cc1 | 1.8%
COc1ccccc1CNC(=O)CN1CCN(Cc2ccc(Cl)cc2)C1=O | -0.8%
O=C(OCc1ccccc1)N1CCC2CC1c1cc(-c3ccc4c(c3)OCO4)ccc12 (stereo not drawn) | -12.0%
CN(C(=O)CS(=O)(=O)c1cn(CC(=O)N2CCCC2)c2ccccc12)c1ccccc1 | 16.3%
COc1cc(C2Nc3ccccc3-c3nnc(SCc4ccc(C)cc4)nc3O2)cc(OC)c1O (stereo not drawn) | -21.4%
CCc1ccc(S(=O)(=O)c2nnn3c2nc(Nc2ccc(NC(C)=O)cc2)c2sccc23)cc1 | -6.4%

New compounds follow
SMILES | FEN1 inh
COC(=O)c1ccc(NCc2c(O)ccc(O)c2Br)cc1Cl | -20.1%
O=C(C=NNc1ccccc1)c1ccccc1 | -3.7%
O=C(O)C1=C[C@@H](c2ccc(C(F)(F)F)cc2)C[C@@H](OCCCCO)O1 | -2.0%
CCOc1ccc(OCCOCCOc2c(Cl)cccc2Cl)cc1 | 14.1%
CCOC(=O)c1ccc(COC(=O)c2ccc(-c3nnc(-c4ccccc4)o3)cc2)o1 | 0.5%
CN(CCc1ccccc1)C(=O)c1ccc(NC(=O)Cc2cccc(NC(=O)C3CCN(S(=O)(=O)c4cccc([N+](=O)[O-])c4)CC3)c2)cc1 | -6.4%
COc1ccc(OC)c(CNC(=O)COc2cc(=O)n(C)c3ccccc23)c1 | ?
Oc1cccc2c(CC(O)c3c[nH]c4ccccc34)ccnc12 (stereo not drawn) | -7.7%
CCOC(=O)C1=C(C(=O)OCC)N(CC)CCC1=O | -0.3%
O=S(=O)(c1ccccc1)N1CCCCC1CCc1ccccc1 (stereo not drawn) | -2.2%
O=C(CN1CCN(CC(=O)Nc2ccc(OCc3ccccc3)cc2)CC1)Nc1ccc(F)cc1 | 1.2%
CC(C)(C)OC(=O)N(CCc1ccccc1)Cc1cccc(OCc2cccc(NC(=O)C3CCC3)c2)c1 | -17.7%
CC(=O)c1ccc(NC(=O)C2CC2c2ccccc2)cc1 (stereo not drawn) | -1.2%
CN(NS(=O)(=O)c1ccccc1)C(=O)c1ccccc1 | -4.4%
Cn1cnc2c(cnn2C)c1=O | -10.0%
CCSC(=O)N=Nc1ccc(O)cc1 | 2.3%
CC(C)c1ccc(S(=O)(=O)N2CCN(C(=O)c3cccc(S(=O)(=O)N4CCOCC4)c3)CC2)cc1 | 9.2%
CCOC(=O)N1CCC(NC(=O)c2ccc3c(c2)N(CC)CCS3)CC1 | -6.6%
COc1ccc2ccc3ccc(OC)c(OC(C)=O)c3c2c1 | -20.6%
Cc1cc(C)c(NC(=O)C2CCCO2)c(C)c1 (stereo not drawn) | 5.4%
O=C(c1ccc2nc[nH]c2c1)N1CCN(S(=O)(=O)c2cccc(Cl)c2)CC1 | 4.5%
Cc1ccc(SCCNC(=O)CN(c2cccc(C)c2C)S(C)(=O)=O)cc1 | -13.4%
COc1cc(/C=N/NC(=O)c2cc(-c3cccc(OC(C)C)c3)nc3ccccc23)ccc1O | -14.0%
Cc1ccc(C)c(OCC(=O)Nc2ccc(S(=O)(=O)Nc3onc(C)c3C)cc2)c1C | 2.6%
COC(=O)C1CC2=C(CCCC2=O)NC1=O (stereo not drawn) | 16.5%

The list goes on:
SMILES | FEN1 inh
O=C(c1ccccc1)c1ccc[nH]1 | 0.8%
Cc1cccc(NC(=O)c2cccc(C(=O)Nc3cccc(C)c3)n2)c1 | 0.6%
O=c1[nH]c(=O)c2[nH]c(=O)n(-c3ccccc3)c2[nH]1 | -1.6%
S=C(NCCCc1cnc[nH]1)NCCCN(Cc1ccc(Cl)cc1)c1ccc(Br)cc1 | ?
Cc1cc(Cl)nc2ccccc12 | -3.9%
CC(=O)c1ccc(OCCCC(=O)Nc2ccc(Cl)c(S(=O)(=O)N3CCOCC3)c2)cc1 | -18.6%
CCCOc1ccccc1N/C(=N\S(=O)(=O)c1ccc(C)cc1)Nc1nc(C)cc(C)n1 | 1.3%
O=C(O)C1(O)C[C@@H](O)C(O)[C@H](O)C1 (stereo partly drawn) | 5.9%
O=C(Nc1ccc(Cl)c(C(F)(F)F)c1)[C@@H]1CC=C[C@@H]2CCN(Cc3ccc(Cl)c(Cl)c3)C(=O)[C@@H]21 | 1.4%&13.0%
CCN(CC)Cc1cc(C(C)(C)C)cc(N2CCOCC2)c1O | -15.1%
O=C(CSCC(=O)NN=Cc1ccccc1)NN=Cc1ccccc1 | 2.7%
ON=C1c2ccccc2-c2ccc(F)cc21 | -6.9%
Cc1cc(C2(c3ccc(O)c(C)c3)C(=O)N(C)c3ccc(Br)cc32)ccc1O | 12.2%
CCc1nnc2sc(-c3ccc(NC(=O)CSc4ccc(Cl)cc4)cc3)nn12 | -3.7%
O=C(NC1CC1)c1cccc(NC(=O)C2CC2)c1 | 15.5%
O=S(=O)(Cc1ccc(Cl)cc1)Oc1ccc(Cl)cc1 | -10.6%
CCOc1cc(C=NNC(=O)CCCC(=O)NN=Cc2ccc(O)c(OCC)c2)ccc1O | 8.5%
CC(=NNC(N)=O)C1=C(O)C(C(C)C)NC1=O (stereo not drawn) | 3.1%
COCCCNC(CC(=O)Nc1cc(C)cc(C)c1)C(=O)O (stereo not drawn) | 23.3%
COc1ccc(S(=O)(=O)N2CCC(C(N)=O)CC2)cc1 | -1.1%
Cc1cc(-c2nc3cc(F)ccc3s2)ccc1N | -20.0%
